# Screening results as filed in PubChem BioAssay.
# Htt clearance – compounds clearing mutant huntingtin protein | HeLa Exon1htt(103Q)mCFP, aggregate imaging; zero = plate's median compound well | inhibition, % at 1.5 µM | 0.42% of 47,000 active;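 active = inhibition of aggregate fluorescence above about 70%, also judged a hit by eye on the cell image, limit read from the data, passing the limit was not always enough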;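 also: cells exposed to compound for three days before fixation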
# Htt clearance grain fraction – also measured in Htt clearance; calls as there; fraction fluorescence in grains; measured here: aggregate grain fluorescence fraction; hits give low values;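 scaled fraction of total cell fluorescence in grains with unit not stated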
# * marks the source's active call; other numbers are inactive results; i = inactive. The list is partial; rates above refer to the full screens.
SMILES,Htt clearance,Htt clearance grain fraction
O=P(O)(O)c1ccccc1OCc1ccccc1,23,27
O=S(=O)(c1ccc(F)c(F)c1)N1CCN(Cc2ccc3c(c2)OCO3)CC1,48,11
Cc1ccccc1Cn1cc(NC(=O)c2nc3ncccn3n2)cn1,14,20
CC(C)C(=O)Nc1cccc(NC(=S)NC(=O)c2ccc([N+](=O)[O-])cc2)c1,-22,27
CN(Cc1ccccc1)C(=O)Cn1c(=O)oc2cc(S(=O)(=O)NCc3ccccc3)ccc21,16,39
c1ccc(-n2cccc2CNC2CCCCC2)cc1,27,28
Cc1ccc(/C=C2\CCC3=C2OC(N)=C(C#N)C3c2ccc(C)cc2)cc1 (centres undefined),6,32
O=C(NCC1CCCO1)c1cnn2c1NC(c1ccccc1)CC2C(F)(F)F (centres undefined),6,35
CCCCN(CC)Cc1c(C)[nH]c2ccccc2c1=O,12,15
O=c1[nH]c2ccccc2n1Cc1ccc(Cl)cc1,21,16
Cc1cccc(CN2CCN(c3ccccn3)CC2)c1,-4,39
O=C(NCCCN1CCCC1=O)c1cncc(Br)c1,-8,48
Cc1cc(C)n(-c2nc3c(c(=O)[nH]c(=O)n3C)n2CC(O)COc2ccccc2)n1 (centres undefined),-22,47
Cc1ccc(C(=O)C(OC(=O)CN2C(=O)c3ccccc3C2=O)c2ccccc2)cc1 (centres undefined),32,15
O=C(NCc1ccc2c(c1)OCO2)c1ccc(S(=O)(=O)N2CCCCC2)cc1,6,30
CC(C)c1nnc(NC(=O)CCC(=O)N2CCN(Cc3ccccc3)CC2)s1,-33,49
CCCOc1ccccc1C1C(C(=O)OC)=CN(C(C)C)C=C1C(=O)OC,-7,17
COc1ccc(CCNC(=O)COC(=O)c2cnc(C)cn2)cc1,-38,52
COc1ccccc1N1CCN(C(CNC(=O)c2ccco2)c2cccnc2)CC1 (centres undefined),-26,41
Cc1ccc2[nH]c(=O)c(CN(CCc3ccccc3)C(=O)N3CCOCC3)cc2c1,-5,22
Cc1cc(C)cc(NC(=O)c2cc(S(=O)(=O)NCc3ccco3)ccc2F)c1,54,8.7
CCN(CC)S(=O)(=O)c1cccc(C(=O)NC(Cc2c[nH]c3ccccc23)c2nnc3n2CCCCC3)c1 (centres undefined),-7,43
O=C(O)c1cccc(-n2nnnc2SCc2ccccn2)c1,-41,26
O=C(NC1CCCCCC1)C1CCN(S(=O)(=O)c2ccccc2)CC1,-7,21
O=C(N1CCOCC1)n1cnc2ccccc21,-18,24
COc1ccc(OC)c(-n2cnc3cc(C(=O)O)ccc32)c1,-21,42
Clc1ccc(Cl)c(-c2nn3c(COc4ccccc4)nnc3s2)c1,-4,21
CCCNC(=O)CS(=O)(=O)Cc1nc(-c2cccc(OC)c2)oc1C,0,31
O=C(CSc1nnc2c3c4c(sc3ncn12)CCCC4)NCc1ccco1,45,19
COc1cc(C2Nc3cccc4cccc(c34)N2)cc(OC)c1O,-32,26
Cc1cnc(NC(=O)Cc2c[nH]c3ccccc23)s1,10,36
Cc1ccc(CSc2nc3c(cc2C#N)CCC3)cc1,17,31
CCn1c(SCC(=O)Nc2ccc3c(c2)OCCO3)nnc1-c1ccco1,-2,17
Cc1ccc(SCCCn2cncn2)cc1,-38,24
C=C(C)CNC(=S)/N=c1\scc(C)n1CC,20,16
Cc1cc(C(F)(F)F)nc(SCC(=O)NC2=NC(=O)C(C)S2)n1 (centres undefined),-14,18
Nc1nonc1-c1noc(-c2ccc(Br)o2)n1,9,33
CC(C)(C)C1=Nn2c(nnc2-c2ccco2)SC1,18,29
C=CCSc1nnc(NC(=O)COc2ccc3ccccc3c2)s1,-27,51
CCN(CC)CC(=O)Nc1nc(-c2ccc(Cl)cc2)cs1,26,15

# Fetched by structure from the entries so far (5):
SMILES,Htt clearance,Htt clearance grain fraction
O=C(CSc1nnc2c3c4c(sc3ncn12)CCCC4)NCc1ccco1,45,19
Cc1cc(C(F)(F)F)nc(SCC(=O)NC2=NC(=O)C(C)S2)n1 (centres undefined),-14,18
O=C(NC1CCCCCC1)C1CCN(S(=O)(=O)c2ccccc2)CC1,-7,21
Clc1ccc(Cl)c(-c2nn3c(COc4ccccc4)nnc3s2)c1,-4,21
CCN(CC)S(=O)(=O)c1cccc(C(=O)NC(Cc2c[nH]c3ccccc23)c2nnc3n2CCCCC3)c1 (centres undefined),-7,43

# Additional compounds.
SMILES,Htt clearance,Htt clearance grain fraction
CCN1CCN(c2cc(-c3ccccc3)nc3cc(-c4cccc(F)c4)nn23)CC1,17,15
O=C(Nc1ccc2c(c1)OCCO2)C1CCC1,-25,25
O=C(CSc1nnc(-c2ccco2)o1)NC1CC2CCC1C2 (centres undefined),-6,19
COc1cccc(N(C(=O)c2cccs2)c2nc3ccccc3s2)c1,58,12
Nc1nc(N2CCCCC2)nc(N(c2ccccc2)c2ccccc2)n1,-172,91
CCOc1ccc(-c2nnc(-c3cccs3)o2)cc1,-7,43
CCOC(=O)N1CCC(Nc2c(NCCCOC)c(=O)c2=O)CC1,0,34
Cc1cc(C)n(-c2ccc(C(=O)Nc3nnc(C4CC4)s3)cc2)n1,36,28
O=S(=O)(NCc1cccnc1)c1cccs1,54,17
CCOc1ccc(S(=O)(=O)Nc2ccccn2)c2ccccc12,-253,126
C=CCn1c(=N)n(CC(O)COc2ccc(OC)cc2)c2ccccc21 (centres undefined),47,17
O=C(NNc1cccc(Cl)n1)c1c(Cl)cccc1Cl,6,20
CCOC(=O)c1ccc(NC2OC(=O)c3ccccc32)cc1 (centres undefined),-28,24
COC(=O)c1ccc(CSc2ncnc3c2oc2ccccc23)o1,14,29
COc1cccc(NS(=O)(=O)c2nc3nc(C)cc(C)n3n2)c1,39,29
Cc1cc(C(=O)CC#N)c(C)n1-c1ccc(OC(F)F)cc1,31,24
COC(=O)CCC(=O)c1oc2ccc(Br)cc2c1N,-69,28
O=S(=O)(Nc1ccc2c(c1)OCO2)c1cccs1,-2,38
COc1ccccc1-c1nc(C#N)c(N2CCN(c3ccccc3)CC2)o1,23,14
O=C(O)C1(NS(=O)(=O)c2ccc(F)c(Cl)c2)CCCCC1,1,17

# 3 neighbouring entries out of the list so far, for reference:
SMILES,Htt clearance,Htt clearance grain fraction
O=C(NNc1cccc(Cl)n1)c1c(Cl)cccc1Cl,6,20
CCOC(=O)c1ccc(NC2OC(=O)c3ccccc32)cc1 (centres undefined),-28,24
COC(=O)c1ccc(CSc2ncnc3c2oc2ccccc23)o1,14,29

# (list continues)
SMILES,Htt clearance,Htt clearance grain fraction
Cc1ccc(N/N=C/c2c(O)cc(C)oc2=O)cc1,31,22
CN(C)C(C)(C)C#CCCCCC#CC(C)(C)N(C)C,4,18
Cc1ccc(-c2nnn(CC(=O)NCC3COCCO3)n2)o1 (centres undefined),15,34
O=C(c1ccccc1)c1ccc(CN2C(=O)c3ccccc3C2=O)o1,-12,23
CN(C)S(=O)(=O)c1ccc(C(=O)Oc2ccccc2)cc1,-100,36
Cc1cc2cc(C(c3nnnn3C3CCCC3)N(Cc3cccnc3)Cc3ccco3)c(=O)[nH]c2cc1C (centres undefined),-16,23
CN(C)c1nc(Nc2ccccc2)nc(Oc2ccc(=O)[nH]n2)n1,19,14
COC(=O)C1=C(C)NC(=O)CC1c1ccccc1 (centres undefined),39,11
O=C(NCCNC(=O)C1CC2CCC1C2)C1CC2CCC1C2 (centres undefined),17,14
O=C1CN(C(=O)COC(=O)Cc2ccsc2)c2ccccc2N1,15,31
O=c1[nH]c(SCc2ccc(F)cc2)nc2c1cnn2-c1ccc(F)cc1,-42,47
Cc1nc(NC(=O)c2ccccc2)sc1-c1csc(NCc2ccco2)n1,22,14
CCc1nnc(NC(=O)CCC(=O)O)s1,19,37
O=C(CCC(=O)N(Cc1ccco1)C(C(=O)NC1CCCC1)c1ccncc1)Nc1cccnc1 (centres undefined),-70,31
CC(=O)Nc1nc(=S)n(-c2ccccc2)[nH]1,62,13
Cc1cccc(OCC2=N/C(=C\N(C)C)C(=O)O2)c1,-20,24
O=C1NC(=O)/C(=C\c2ccccc2Oc2ccc(F)c(F)c2)S1,-58,34
CS(=O)(=O)N(CC(=O)N1CCCCCC1)c1cccc(Br)c1,i,244
CCOCCCNC(=O)C(C)NS(=O)(=O)c1ccc(C)cc1 (centres undefined),2,17
COc1ccc(CCC(=O)N2CC(C)OC(C)C2)cc1 (centres undefined),-10,22
NCCCCCc1nnc(SCc2ccccc2Cl)o1,0,20
O=C1c2ccccc2C(=O)C12Cc1ccccc1N1CCN(c3ccccc3)CC12 (centres undefined),-19,43
Cc1cc(C)nc(N(C#N)CC(=O)N2CCC(C(N)=O)CC2)n1,21,36
COc1ccccc1NC(=O)CNS(=O)(=O)c1ccccc1,44,9.9
O=c1c2ccccc2ncn1-c1ccc(Cl)c(Cl)c1,29,15
CCN1CCN(S(=O)(=O)c2ccc(Br)s2)CC1,29,13
NC(=O)Cn1nnc(-c2ccc(C(F)(F)F)cc2)n1,44,11
OCCNc1nc2ccccc2n1CCN1CCCCC1,22,14
CSc1ccccc1N=Cc1nc(-c2ccccc2)oc1O,7,19
COc1ccc(NC(=O)CN2CCN(CC(=O)Nc3ccccc3Cl)CC2)cc1Cl,-27,48
Cc1noc(C)c1S(=O)(=O)NC1CCCc2ccccc21 (centres undefined),12,29
Cc1cc(S(=O)(=O)NCC(C)C)ccc1OCC(=O)NCc1ccccn1,54,9
O=C(CSC1=NCCS1)NCc1ccco1,-37,27
CCOC(=O)C1=C(C)N(C2CCCCC2)C(=O)C1,21,29
COc1ccc(-c2nc3ccccc3s2)cc1O,67,5.8
CN(C)CCNCc1ccc(OC2CCCC2)cc1,3,23
CNC(=O)CN(C1CCCCC1)S(=O)(=O)c1ccc(F)cc1,23,15
O=C(OCC(=O)N1CCOCC1)c1ccc(Cl)nc1,-3,41
Cc1cc(C)nc(SCc2nnc(SCC(=O)Nc3nc(-c4ccccc4)cs3)n2C)n1,-17,21
COc1ccc(-c2noc(C3CCCN(S(=O)(=O)c4cccc(Cl)c4C)C3)n2)cc1OC (centres undefined),-38,47
CCN(C(=O)Cn1c(=O)n(Cc2ccccc2)c(=O)c2ccccc21)c1cccc(C)c1,4,23
O=c1cc(N2CCCCC2)nc2n1CCCS2,50,19
O=C(CN1CCCN(S(=O)(=O)c2ccc(F)cc2)CC1)Nc1ccccc1Br,-17,22
Cc1ccc(-c2cnc(NC(=O)CCC(=O)N(C)Cc3ccccc3)n2C)cc1,-11,44
O=C(CSc1nnc(-c2ccccc2Br)o1)Nc1cccc2ccccc12,-28,28
Fc1ccc(N2CCN(c3nc(-c4ccco4)cc(C(F)(F)F)n3)CC2)cc1,3,36
CCCC/C(C)=N/NC(=O)C(=O)NCCc1ccccc1,-23,41
O=c1[nH]nc(Cc2ccc(Cl)cc2Cl)c2ccccc12,-28,25
Cc1ccc(C2=N/C(=C/c3cccs3)C(=O)N2Nc2ccccc2)cc1,39,19
COc1cccc(/C=N/NC(=O)c2csc(-n3nc(C)cc3C(F)(F)F)n2)c1,21,31
COCCCNc1ncnc2sc3c(c12)CCC(C)C3 (centres undefined),30,12
CCC(C)(C)n1nnnc1C(c1ccccn1)N1CCCCC1 (centres undefined),13,16
COc1ccc(-c2nnn(CC(=O)N(Cc3ccc(F)cc3)C(C(=O)NC3CCCC3)c3ccc(F)cc3)n2)cc1 (centres undefined),-4,20
Cc1ccc(S(=O)(=O)N2CN(Cc3ccco3)c3nc4ccccc4nc32)cc1,-9,41
CCn1c(SCC(=O)c2ccc(Cl)cc2)nnc1-c1cccs1,-9,21
CCCc1nnc(NC(=O)c2cccs2)s1,-14,45
CCOC(=O)c1[nH]c(C(=O)O)c(CCC(=O)OC)c1C,17,30
C/C(=C(\C#N)C(=O)NCCN1CCOCC1)N(C)C,-22,41
Clc1ccc(OCc2nnc(-c3ccccc3Br)o2)cc1,28,25
O=C(CCN1C(=O)COc2ccccc21)NCCCN1CCN(c2ccccc2F)CC1,-40,27

# Part of the list above, set out differently:
COCCCNc1ncnc2sc3c(c12)CCC(C)C3 (centres undefined)
  Htt clearance = 30; Htt clearance grain fraction = 12
CCC(C)(C)n1nnnc1C(c1ccccn1)N1CCCCC1 (centres undefined)
  Htt clearance = 13; Htt clearance grain fraction = 16

# Full records from above. Values in the order: Htt clearance, Htt clearance grain fraction
# O=c1[nH]nc(Cc2ccc(Cl)cc2Cl)c2ccccc12 reads -28, 25
# Clc1ccc(OCc2nnc(-c3ccccc3Br)o2)cc1 reads 28, 25
# O=c1cc(N2CCCCC2)nc2n1CCCS2 reads 50, 19

# (cont.)
SMILES,Htt clearance,Htt clearance grain fraction
COc1cccc(CN2CCN(C(=O)c3cccc(F)c3)CC2)c1,40,22
CCCC(=O)Nc1cc(C)c(NC(=O)Cc2ccccc2)cn1,-48,51
Cc1cc(C)n(-c2ccc(C(=O)Nc3ccc(S(=O)(=O)NCc4ccco4)cc3)cc2)n1,8,39
Cc1nnc(NC(=O)Cc2ccc(OCc3c(C)noc3C)cc2)s1,20,30
CCCOc1ccc(N)cc1N,-160,89
CCCNC1CCS(=O)(=O)C1 (centres undefined),-13,45
O=c1c2cnn(-c3ccc(F)cc3)c2ncn1Cc1ccccc1,-12,22
CCCCc1nnc(NC(=O)C=C(C)C)s1,23,17
Cc1nn(Cc2ccc(C(=O)Nc3ccccc3C(F)(F)F)o2)c(C)c1Br,-9,42
CCOC(=O)C1CCCN(C(=O)CN2C(=O)c3ccccc3C2=O)C1 (centres undefined),19,28
